# Menin-MLL TR inh – inhibitors of human menin-MLL interaction, mutant MLL peptide. O00255. Menin + Texas Red MLL mutant peptide, fluorescence polarization. Potency, µM (top dose mostly 61.6 µM), for inactives: at the top dose FP activity change, negative = inhibition, most hits filed as inhibitors. 270,000 compounds, 0.23% hits. AID 1768; active = well fitted inhibition curve with a large enough effect in the polarisation, with a control signal flat, not every such curve was filed as active; inconclusive = small, poorly fitted or top-dose-only effect, or effect the other way, or a change in a side signal; inactive = no such curve, though single readings can be large or run the other way; the % refers to the polarisation; note: potency is the fitted concentration of half-maximal effect; % of control where 0% means no effect; many of its hits are not listed in these tables
# Target sequence (O00255 whole entry, looked up): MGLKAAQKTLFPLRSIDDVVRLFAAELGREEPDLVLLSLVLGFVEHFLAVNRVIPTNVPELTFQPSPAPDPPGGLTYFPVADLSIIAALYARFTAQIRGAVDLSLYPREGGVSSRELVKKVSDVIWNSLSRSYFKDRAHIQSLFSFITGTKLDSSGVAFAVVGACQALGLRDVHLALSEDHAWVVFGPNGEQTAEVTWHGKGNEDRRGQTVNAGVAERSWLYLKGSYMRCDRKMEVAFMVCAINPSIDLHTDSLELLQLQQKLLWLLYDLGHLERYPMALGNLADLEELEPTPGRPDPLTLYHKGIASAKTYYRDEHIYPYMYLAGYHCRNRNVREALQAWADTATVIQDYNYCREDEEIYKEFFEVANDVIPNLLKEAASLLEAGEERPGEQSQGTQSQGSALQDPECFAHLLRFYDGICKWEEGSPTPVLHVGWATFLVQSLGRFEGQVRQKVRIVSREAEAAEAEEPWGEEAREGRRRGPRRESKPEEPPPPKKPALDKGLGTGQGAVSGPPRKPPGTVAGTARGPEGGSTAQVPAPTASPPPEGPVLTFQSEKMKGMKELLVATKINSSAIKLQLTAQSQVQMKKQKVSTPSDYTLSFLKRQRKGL
# Coupling enz – counter-screen for Giardia aldolase inhibitors: coupling enzyme system; AID 2472; coupling enzyme system counterscreen, AmpLite Red fluorescence; activity change, negative = inhibition, % at 58.2 µM, hits read low; 290,000 compounds, 0.67% hits; in the data active = activity change below about -30%; note: % is set by controls: 0 for no effect and ±100 for the full control effect
#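 Counterscreen lacking aldolase: glyceraldehyde-3-phosphate coupling-enzyme reagent preincubated 10 min at RT with compound (at 57.5 uM final), then substrate/coupling system with AmpLite Red added; fluorescence read at 525/598 nm after 20 min RT.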
# * marks the source's active call; other numbers are inactive results; ? = inconclusive; & = joins results of further samples; [ ] = remark or other dose. Only part of the results is shown; count on the stated rates, not on these rows.
SMILES,Menin-MLL TR inh,Coupling enz
CC[C@H](C)[C@H](NC(=O)[C@H](Cc1ccc(O)cc1)NC(=O)[C@H](Cc1cnc[nH]1)NC(=O)[C@H](CCCNC(=N)N)NC(=O)[C@H](CC(C)C)NC(=O)[C@H](C)NC(=O)[C@H](CO)NC(=O)[C@H](Cc1ccc(O)cc1)NC(=O)[C@H](Cc1ccc(O)cc1)NC(=O)[C@H](CCCNC(=N)N)NC(=O)[C@H](C)NC(=O)[C@H](CC(C)C)NC(=O)[C@H](CC(=O)O)NC(=O)[C@H](CCC(=O)O)NC(=O)[C@H](C)NC(=O)[C@@H]1CCCN1C(=O)[C@H](C)NC(=O)[C@H](CC(=O)O)NC(=O)[C@H](CCC(=O)O)NC(=O)CNC(=O)[C@@H]1CCCN1C(=O)[C@H](CC(N)=O)NC(=O)[C@H](CC(=O)O)NC(=O)[C@@H]1CCCN1C(=O)[C@H](CCCCN)NC(=O)[C@H](CO)NC(=O)[C@@H]1CCCN1C(=O)[C@@H](N)Cc1ccc(O)cc1)C(=O)N[C@@H](CC(N)=O)C(=O)N[C@@H](CC(C)C)C(=O)N[C@H](C(=O)N[C@H](C(=O)N[C@@H](CCCNC(=N)N)C(=O)N[C@@H](CCC(N)=O)C(=O)N[C@@H](CCCNC(=N)N)C(=O)N[C@@H](Cc1ccc(O)cc1)C(N)=O)[C@@H](C)O)[C@@H](C)CC,-1.6%,2.5
Cc1cc2c(nc1C)CCCN2C[C@H](C)O/N=C\[C@@H](C)[C@H](OCc1ccccc1)C(C)C,-18.6%[11.7 µM],2.7
CNc1ncncc1-c1ccccc1OC,-4.0%,3.0
O=c1c(-c2ccc(F)cc2)nc2cnc(N3CCNCC3)nc2n1Cc1ccc(F)cc1,16.4%,1.9
COc1cccc(Nc2ncc3nc(-c4cc(F)cc(F)c4)c(=O)n(C4CC4)c3n2)c1,?,-0.4
COC(=O)C/C=C/[C@@H](C)[C@H](NC(=O)OCC(Cl)(Cl)Cl)c1ccc2ccccc2c1,?,-1.0
CC(C)CO/N=C1/C[C@@H](O)[C@@H](O)[C@@H]2[C@@H]3C(=O)N(C4CCCCC4)C(=O)[C@H]3CC[C@H]12,4.3%[11.7 µM],2.9
CC(C)C[C@H](NC(=O)[C@H](CCCCN)NC(=O)CNC(=O)[C@H](CC(C)C)NC(=O)[C@@H](NC(=O)[C@@H]1CSSC[C@H](N)C(=O)N[C@@H](CO)C(=O)N[C@@H](CC(N)=O)C(=O)N[C@@H](CC(C)C)C(=O)N[C@@H](CO)C(=O)N[C@@H]([C@@H](C)O)C(=O)N1)C(C)C)C(=O)N[C@@H](CO)C(=O)N[C@@H](CCC(N)=O)C(=O)N[C@@H](CCC(=O)O)C(=O)N[C@@H](CC(C)C)C(=O)N[C@@H](Cc1cnc[nH]1)C(=O)N[C@@H](CCCCN)C(=O)N[C@@H](CC(C)C)C(=O)N[C@@H](CCC(N)=O)C(=O)N[C@H](C(=O)N[C@@H](Cc1ccc(O)cc1)C(=O)N1CCC[C@H]1C(=O)N[C@@H](CCCNC(=N)N)C(=O)N[C@H](C(=O)N[C@@H](CC(N)=O)C(=O)N[C@H](C(=O)NCC(=O)N[C@@H](CO)C(=O)NCC(=O)N[C@H](C(=O)N1CCC[C@H]1C(N)=O)[C@@H](C)O)[C@@H](C)O)[C@@H](C)O)[C@@H](C)O,-14.0%,3.3
COc1ccc2[nH]cc(CCNc3nc(-c4ccc(C(=O)N(C)C)cc4)nc4ccccc34)c2c1,?,-5.4
CC1CC[C@@]23CCC4(C)[C@@]5(C)CCC6C(C)(C)C(O)CC[C@@]6(C)C5C=C[C@@]4(OC2=O)C3C1C (stereo partly drawn),-7.1%,3.4
O=C1CCC[C@@H]2CC(NCc3ccc(Cl)c(Cl)c3)C[C@@H]3CCN1[C@H]23 (stereo partly drawn),-13.3%,4.1
C=CCOC(=O)NC(c1ccc(F)c(F)c1)C(C(=O)COC)C(=O)OC (stereo not drawn),-2.8%&-4.4%,4.1&4.1
O=c1c(-c2cc(F)cc(F)c2)nc2cnc(N3CCOCC3)nc2n1-c1ccccc1,0.7%,1.4
COC(=O)C/C=C\[C@H](C)[C@@H](OCc1ccccc1Br)C(C)C,-2.1%[11.7 µM],0.3
CN(C)C(=O)c1ccc(-c2ccc3ncnc(NC4CCNCC4)c3c2)cc1,-3.3%,0.0
CCC(=O)[C@@]1(O)C(=O)N2C(=C3C(=O)OCCC31)N(Cc1ccccc1)C(C)=C(C(=O)OC)C2c1ccccc1 (stereo partly drawn),4.3%[11.7 µM],-0.1
COc1ccc(C2=Nn3c(nnc3-c3ccccc3C)SC2)cc1,-7.0%,3.8
COc1ccccc1CNC(=O)c1cccc(-c2ccccc2OC)n1,0.8%[94.6 µM],1.5
Cc1ccc(S(=O)(=O)N[C@H]2COC(=O)C/C=C\[C@H](C)[C@@H](NS(=O)(=O)c3ccc(C)cc3)COC(=O)C/C=C\[C@@H]2C)cc1,-6.5%[11.7 µM],0.2
OC[C@H]1NC[C@H](O)[C@@H](O)[C@H]1O,-0.3%[24.8 µM],1.1
COc1cccc2oc(SC)cc(=O)c12,-27.6%[138 µM],2.0
CCNC(=O)[C@H]1O[C@H](n2cnc3c(N)nc(NCCc4ccc(CCC(=O)O)cc4)nc32)[C@@H](O)[C@@H]1O,-1.4%[24.8 µM],0.0
COC(=O)NC(c1ccc2ccccc2c1)C(C(C)=O)C(=O)OC (stereo not drawn),14.5%[11.7 µM],1.8
CNc1nc(-c2ccc(C(=O)N(C)C)cc2)nc2ccccc12,-10.3%,0.5
O=c1c(-c2ccccc2)nc2cnc(N3CCOCC3)nc2n1C[C@H]1CCCO1,-0.4%,1.7

# Quoted from the results shown (11 entries):
SMILES,Menin-MLL TR inh,Coupling enz
CN(C)C(=O)c1ccc(-c2ccc3ncnc(NC4CCNCC4)c3c2)cc1,-3.3%,0.0
CCC(=O)[C@@]1(O)C(=O)N2C(=C3C(=O)OCCC31)N(Cc1ccccc1)C(C)=C(C(=O)OC)C2c1ccccc1 (stereo partly drawn),4.3%[11.7 µM],-0.1
COc1ccc(C2=Nn3c(nnc3-c3ccccc3C)SC2)cc1,-7.0%,3.8
COc1ccccc1CNC(=O)c1cccc(-c2ccccc2OC)n1,0.8%[94.6 µM],1.5
Cc1ccc(S(=O)(=O)N[C@H]2COC(=O)C/C=C\[C@H](C)[C@@H](NS(=O)(=O)c3ccc(C)cc3)COC(=O)C/C=C\[C@@H]2C)cc1,-6.5%[11.7 µM],0.2
OC[C@H]1NC[C@H](O)[C@@H](O)[C@H]1O,-0.3%[24.8 µM],1.1
COc1cccc2oc(SC)cc(=O)c12,-27.6%[138 µM],2.0
CCNC(=O)[C@H]1O[C@H](n2cnc3c(N)nc(NCCc4ccc(CCC(=O)O)cc4)nc32)[C@@H](O)[C@@H]1O,-1.4%[24.8 µM],0.0
COC(=O)NC(c1ccc2ccccc2c1)C(C(C)=O)C(=O)OC (stereo not drawn),14.5%[11.7 µM],1.8
CNc1nc(-c2ccc(C(=O)N(C)C)cc2)nc2ccccc12,-10.3%,0.5
O=c1c(-c2ccccc2)nc2cnc(N3CCOCC3)nc2n1C[C@H]1CCCO1,-0.4%,1.7

# Next section
SMILES,Menin-MLL TR inh,Coupling enz
CS(=O)(=O)N1CCC2(CCN(Cc3nccs3)CC2)CC1,-0.1%,3.2
NCCCCCCC(O)(P(=O)(O)O)P(=O)(O)O,8.0%,-1.3
O=C(c1csnn1)N1CCC2(CCCN(c3ccccn3)C2)CC1,-1.4%,-1.2
CN(C)Cc1ccccc1-c1nccc(N(C)Cc2ccco2)n1,2.3%,1.8
COc1ccc2[nH]cc(CCNc3cc(-c4cccnc4)ncn3)c2c1,9.4%,-4.3
COc1ccccc1CN1CC[C@@]2(CCCN(C(=O)c3cccc(F)c3)C2)C1,-14.3%,3.6
COc1ccc(-c2nc(C(=O)N3CCN(C)CC3)sc2-c2ccc(OC)cc2)cc1,-6.3%,-7.1&0.7
COc1ccc(NC(=O)N2CCC3(CC2)CCN(C(=O)c2cccc(F)c2)CC3)cc1,-2.1%,-2.7
CSC(N)=NCCCC(N)C(=O)O (stereo not drawn),-3.7%,1.7
CC(C)NC(=O)N1CCC2(CC1)CCN(C(=O)c1cnccn1)CC2,-3.9%,1.9
O=c1c(O)c(Br)ccc2c(Br)c(O)c(O)c(O)c12,?,-45.3*
CC(=O)OCC1OC(C#Cc2ccc(C(C)(C)C)cc2)C=CC1OC(C)=O (stereo not drawn),0.1%[11.7 µM],3.6
CO[C@]12C[C@@H](COC(=O)c3cncc(Br)c3)CN(C)[C@@H]1Cc1cn(C)c3cccc2c13,-11.7%[24.8 µM],0.8
O=C1[C@H]2[C@H]3[C@H](O)[C@H](O)C/C(=N/OC[C@@H](O)COCc4ccco4)[C@H]3CC[C@@H]2C(=O)N1Cc1ccc2c(c1)OCO2,4.4%[11.7 µM],2.3
C=CCc1cccc(C2C(C)CCC3C(=O)N4C(CCC(C)C4c4cccc(CC=C)c4)C(=O)N32)c1 (stereo not drawn),0.3%[11.7 µM],-1.7
COc1ccc(NC(=O)N2CCCC3(CCN(C(=O)c4ccncc4)CC3)C2)cc1,3.1%,-1.0
CN1CCN(c2ncc3ncc(=O)n(Cc4cccs4)c3n2)CC1,1.6%,2.3
CN(C)C(=O)n1nnnc1Cc1ccc(-c2ccccc2)cc1,7.2%,1.6
CC(C)=CCC[C@](C)(O[C@@H]1O[C@H](CO)[C@@H](O)[C@H](O)[C@H]1O)[C@H]1CC[C@]2(C)[C@@H]1[C@H](O)C[C@@H]1[C@@]3(C)CC[C@H](O[C@@H]4O[C@H](CO)[C@@H](O)[C@H](O)[C@H]4O[C@@H]4O[C@H](CO)[C@@H](O)[C@H](O)[C@H]4O)C(C)(C)[C@@H]3[C@@H](O)C[C@]12C,5.2%,2.2
COc1ccc(-c2coc3cc(OC(C)=O)cc(OC(C)=O)c3c2=O)cc1,-12.4%,3.3
O=S(=O)(c1ccccc1)N1CCC2(CCCN(c3ncccn3)C2)CC1,-1.8%,-0.4
CCCCCC(O)c1ccc([C@H]2CCC(=O)[C@@H]2CCCCCCC(=O)O)cc1 (stereo partly drawn),-8.4%,6.2
CC(=O)OCC(=O)[C@]1(O)C(C)CC2C3CCC4=CC(=O)C=C[C@@]4(C)[C@]3(F)C(O)C[C@@]21C (stereo partly drawn),-13.0%,4.6
COCCNc1ncnc2ccc(-c3ccc(C(=O)N(C)C)cc3)cc12,-27.8%,0.9
COC(=O)NC(/C=C/c1ccccc1)[C@]1(C(C)=O)CCCC1=O (stereo partly drawn),2.4%[11.7 µM],5.1
SMILES,Menin-MLL TR inh,Coupling enz
CC(=O)OC[C@H]1O[C@@H](O/N=C\[C@@H](C)[C@H](OCc2ccccc2)C(C)C)[C@H](OC(C)=O)[C@@H](OC(C)=O)[C@H]1OC(C)=O,-15.8%[11.7 µM],4.3
Cc1ccccc1Nc1oc(-c2ccccc2)nc1-c1ccccc1F,-5.4%,-0.4
CC(C)CN1CCC2(CC1)CCN(C(=O)c1ccncc1)CC2,3.1%,-1.8
Cc1cnc(CNc2ccnc(-c3cccc(C#N)c3)n2)cn1,-2.2%,4.5
c1ccc2[nH]c(NCCCc3cnc[nH]3)nc2c1,-17.9%,0.7
CC1O[C@@H](Oc2c(-c3ccc(O)c(O)c3)oc3cc(O)cc(O)c3c2=O)C(O)C(O)C1O (stereo partly drawn),4.1%,-1.8
CN(C)c1ccc(-c2cncnc2Nc2ccc(F)cc2)cc1,-17.8%,-21.7
O=C(N/N=C1/C[C@@H](O)[C@@H](O)[C@@H]2[C@H]3C(=O)N(c4ccc(F)cc4F)C(=O)[C@@H]3CC[C@H]12)OCc1ccccc1,0.9%[11.7 µM],2.7
CC(=O)N[C@@H](CCCNC(=N)N)C(=O)N[C@H](CC1CCCCC1)C(=O)N[C@@H]1CCC2SC[C@@H](C(=O)N[C@H](CCCNC(=N)N)C(=O)N[C@H](Cc3ccc(Cl)cc3)C(N)=O)N2C1=O (stereo partly drawn),-1.8%,0.6
COC(=O)NC(CCc1ccccc1)C(C(=O)OC)C(=O)OC (stereo not drawn),19.9%,0.8
Nc1c2ccccc2nc2c(O)cccc12,1.5%[24.8 µM],-0.7
COc1ccc(-n2c(=O)c(-c3cc(F)cc(F)c3)nc3cnc(N(C)C)nc32)cc1,14.8%,2.1
O=C(Nc1cccc(Cl)c1)OCC#CCCl,?,-38.3*
COC(c1ccccc1Br)C(C)/C=C/CCO (stereo not drawn),-9.6%[11.7 µM],-1.5
C=CCC(Nc1ccc(OC)cc1)(C(=O)OCC)c1ccccc1 (stereo not drawn),9.9%,2.3
COC(=O)CCCC1=CC2=CC(=O)C(C)(OC(=O)c3ccc(Cl)nc3)C(=O)C2=CO1 (stereo not drawn),1.2%,-0.2
COc1ccc(-n2c(=O)c(-c3cc(F)cc(F)c3)nc3cnc(N4CCOCC4)nc32)cc1,-0.6%,-3.3
Cc1noc(C)c1-c1ccc2ncnc(NC3CC3)c2c1,0.3%,0.3
CN(C)Cc1ccccc1-c1nc(NCc2cccs2)c2ccccc2n1,-10.7%,0.5
O=C(NC(NC(=S)Nc1ccc(F)c([N+](=O)[O-])c1)C(Cl)(Cl)Cl)C(c1ccccc1)c1ccccc1 (stereo not drawn),?,-0.4&-8.3
